Assay outcomes: PubChem BioAssay, National Center for Advancing Translational Sciences (NCATS)
TbPYK inhibitor = qHTS of Trypanosoma Brucei Inhibitors; TbPYK enzyme, Kinase-Glo Plus ATP luminescence, 45 min; pyruvate kinase (Trypanosoma brucei), Q57TT1; Potency, µM (doses to about 76.8 µM), for the others: top-dose activity, negative = inhibition, usual class: inhibitors; actives 0.12% (n = 410,000); further: potency means the concentration at half of the fitted maximal effect; nearly all actives have a fitted effect of over 50% in size
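Activity of T. brucei pyruvate kinase was followed by Kinase-Glo Plus luminescence after the enzyme reacted 45 min at room temperature with 130 uM ADP (final) and substrate. Test compounds were added before ADP at multiple concentrations.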
Sm TGR inh = qHTS Assay for the Inhibitors of Schistosoma Mansoni Peroxiredoxins; AID 485364, 2010; purified TGR, DTNB reduction, TNB absorbance 405 nm; Potency, µM (doses to about 114 µM), without a hit: at the top dose activity change, negative = inhibition, hits mostly inhibitors; Schistosoma mansoni thioredoxin glutathione reductase (TGR), Q962Y6; actives 3% (n = 360,000); further: potency means the concentration at half of the fitted maximal effect; nearly all actives have a fitted effect of over 60% in size
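TGR 20 nM + NADPH 100 uM (dispensed conc.), cpd preinc 15 min RT; start with NADPH (500 uM addition) then DTNB (15 mM addition). Kinetic TNB absorbance, 405 nm filter. Four-parameter Hill fit across titration.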
HCMV inh = qHTS Assay for inhibitors of the human cytomegalovirus (HCMV); HFF cells, HCMV-luciferase reporter, 72 h; stronger effect = lower value; activity change, negative = inhibition, % at 57.5 µM; actives 4.5% (n = 410,000); AID 1259415, 2018; in the data active means activity change below about -60%; inconclusive means no clear call, values can overlap the other calls; inactive means above about -39%
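Human foreskin fibroblasts infected with luciferase-reporter HCMV at MOI 1 PFU/cell, compounds at two doses. Luciferase measured 72 h post infection; normalized to buffer-only basal and Salinomycin (10uM) controls.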
AMA1 RON2 block = qHTS for Inhibitors of AMA1-RON; Towards Development of Antimalarial Drug Lead: Primary Screen | actives 0.2% (n = 360,000) | Plasmodium falciparum AMA1 (3D7) - RON2 peptide interaction | Potency, µM (series often up to 58.2 µM), for the others: at the top dose activity change, negative = inhibition, usual class: inhibitors | AlphaScreen AMA1-biotinylated RON2 peptide binding;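 further: potency means the concentration at half of the fitted maximal effect; 0% = vehicle wells and -100% = peptide control; nearly all actives have a fitted effect of over 45% in size; some results filed as inactive show a strong effect at the top dose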
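AMA1 (3D7) with his tag at 25 nM final met compounds first, then biotinylated RON2 peptide at 25 nM; detection used donor plus acceptor beads, 10 µg/mL apiece, read by AlphaScreen after 30 min at room temperature.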
AmpC no deterg = qHTS Inhibitors of AmpC Beta-Lactamase (assay without detergent); AID 485341, 2010; Potency, µM (highest dose often 57.1 µM), without a hit: top-dose activity change, negative = inhibition, most hits filed as inhibitors; actives 0.52% (n = 330,000); AmpC nitrocefin hydrolysis, absorbance 480 nm, 0.0001% Triton; P00811;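 further: potency means the concentration at half of the fitted maximal effect; plate controls were no compound for no effect and no enzyme for full effect; nearly all actives have a fitted effect of over 20% in size; some results filed as inactive show a strong effect at the top dose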
Target sequence (P00811 whole entry, looked up): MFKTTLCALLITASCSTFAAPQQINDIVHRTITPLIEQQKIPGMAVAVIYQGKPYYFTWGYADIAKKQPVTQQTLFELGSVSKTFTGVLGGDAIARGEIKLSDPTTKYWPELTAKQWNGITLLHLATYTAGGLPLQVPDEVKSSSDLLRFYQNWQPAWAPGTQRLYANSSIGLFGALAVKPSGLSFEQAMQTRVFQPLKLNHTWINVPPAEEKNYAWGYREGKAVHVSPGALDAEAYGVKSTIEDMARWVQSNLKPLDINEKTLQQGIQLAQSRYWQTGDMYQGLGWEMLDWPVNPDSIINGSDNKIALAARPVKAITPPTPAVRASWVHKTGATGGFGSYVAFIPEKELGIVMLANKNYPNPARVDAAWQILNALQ
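20 mM phosphate pH 7.0 + 0.01% (detergent screen) or 0.0001% Triton X-100; 5.3 nM AmpC reagent; cpd preinc 15 min RT; nitrocefin (800 uM stock) to start; A480 q20 s × 4 min; Activity was normalised to no-enzyme and no-compound control wells.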
LmPK inh = qHTS Assay for Inhibitors of Leishmania Mexicana Pyruvate Kinase (LmPK); purified LmPK, Kinase-Glo ATP luminescence, 1 h; actives 0.37% (n = 290,000); Potency, µM (doses to about 57.5 µM), without a hit: top-dose activity change, negative = inhibition, usual class: inhibitors; further: potency means the concentration at half of the fitted maximal effect
Target sequence (Q27686 whole entry, looked up): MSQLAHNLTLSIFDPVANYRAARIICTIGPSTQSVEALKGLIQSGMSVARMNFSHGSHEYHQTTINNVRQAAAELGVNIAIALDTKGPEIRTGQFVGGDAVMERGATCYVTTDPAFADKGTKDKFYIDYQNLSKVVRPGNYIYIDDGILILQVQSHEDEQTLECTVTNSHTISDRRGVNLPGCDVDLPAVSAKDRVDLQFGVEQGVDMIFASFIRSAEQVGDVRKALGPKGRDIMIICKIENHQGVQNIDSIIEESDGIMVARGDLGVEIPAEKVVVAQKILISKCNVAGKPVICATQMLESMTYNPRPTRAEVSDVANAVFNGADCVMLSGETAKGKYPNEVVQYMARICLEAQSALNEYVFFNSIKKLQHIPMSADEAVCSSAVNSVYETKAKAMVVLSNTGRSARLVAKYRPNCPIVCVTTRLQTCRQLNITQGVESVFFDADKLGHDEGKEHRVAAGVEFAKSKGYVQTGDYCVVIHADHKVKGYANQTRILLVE
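Screened at intermediate enzyme activity to detect both inhibitors and activators: LmPK at 0.1 nM, with a 0.5 nM enzyme column as activation reference. PEP 0.5 mM, ADP 0.1 mM; ATP detected by luminescence after 1 h.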
AmpC detergent = qHTS Inhibitors of AmpC Beta-Lactamase (assay with detergent) | P00811 | AmpC hydrolysis of nitrocefin, absorbance 480 nm, 0.01% Triton | Potency, µM (doses to about 114 µM), for inactives: at the top dose activity change, negative = inhibition, hits mostly inhibitors | actives 0.041% (n = 370,000);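 further: potency means the concentration at half of the fitted maximal effect; 0% = no-compound wells and -100% = no-enzyme wells; nearly all actives have a fitted effect of over 25% in size; some results filed as inactive show a strong effect at the top dose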
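20 mM phosphate pH 7.0 + 0.01% (detergent screen) or 0.0001% Triton X-100; 5.3 nM AmpC reagent; cpd preinc 15 min RT; nitrocefin (800 uM stock) to start; A480 q20 s × 4 min; Activity was normalised to no-enzyme and no-compound control wells.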
* marks the source's active call; other numbers are inactive results; ? = inconclusive; / = no result given; [ ] = dose if it differs, or a comment. Unless noted, the call rests on the fitted dose curve; in most records, active means well fitted curve in the direction sought with a large enough effect; inconclusive means small, poorly fitted or top-dose-only effect, or another doubt; inactive means no such curve, though single readings can be large; an effect the other way counts as inactive or inconclusive. Unless noted, on the % scale 0 is the no-effect control and ±100 the full control effect.

Results follow in this order: TbPYK inhibitor	Sm TGR inh	HCMV inh	AMA1 RON2 block	AmpC no deterg	LmPK inh	AmpC detergent
> CCN(CC)C(=O)COn1c(SCC(=O)N(CC)CC)nc2ccccc2c1=O
 : -2%	3%	24	-6%	-8%	0%	?
> COc1ccc(NC(=O)C(CCSC)NC(N)=O)cc1Cl (centres undefined)
 : 0%	-4%	6	-2%	-29%	-2%	3%
> O=c1cc(-c2ccc(O)cc2)oc2c(-c3c(O)cc(O)c4c(=O)cc(-c5ccc(O)cc5)oc34)c(O)cc(O)c12
 : 2%	/	4	-11%	-41%	/	/
> CCOC(=O)C1CCN(S(=O)(=O)c2ccc3[nH]c(=O)ccc3c2)CC1
 : -13%	8%	3	-6%	-12%	-5%	?
> O=C(NCc1nnnn1-c1ccc(F)c(F)c1)C(=O)c1c[nH]c2ccccc12
 : 3%	1%	-13	2%	-50%	/	?
> CCNC(=S)NCc1ccc2c(c1)OCO2
 : 1%	-11%	-37	1%[2.32 µM]	-5%	-1%	-11%
> CC(=O)N(Cc1ccccc1C)c1cccc(C)c1C
 : 2%	8%	-9	-1%	-1%[2.29 µM]	2%	-7%
> CCN(CC)CCCN(CC(=O)N(C)Cc1ccccc1)C(=O)c1ccc([N+](=O)[O-])cc1
 : 8%	0%	-12	-6%	12%	3%	-9%
> CCSc1nc2c([nH]1)c(=O)n(C)c(=S)n2C
 : ?	/	-29	-7%	/	/	/
> CCOC(=O)C1CCN(C(=O)CCNS(=O)(=O)c2ccc(C)cc2)CC1
 : -2%	1%	-6	-2%	2%	/	?
> CCC(=O)Nc1nc(C)c(-c2csc(Nc3ccc(C(=O)O)cc3)n2)s1
 : 5%	-25%	35	-2%	-25%	-3%	1%
> O=C(C[C@@H]1C[C@H]2c3cc(NC(=O)c4cccnc4)ccc3O[C@H]2[C@H](CO)O1)NCc1ccc(Oc2ccccc2)cc1
 : 5%	/	?	-11%	/	/	/
> Cc1c(C(=O)N2CCCC2(C)C(=O)NCC(C)C)oc2ccccc12 (centres undefined)
 : -5%	/	7	-5%	/	/	/
> O=C(CCCN1CCC(O)(c2ccc(Br)cc2)CC1)c1ccc(F)cc1
 : 0%	-3%	39	22%	-20%	/	?
> O=C(Cn1c(=O)oc2cccnc21)Nc1ccccc1Oc1ccc(Cl)cc1Cl
 : 0%	-30%	/	-4%	-3%	7%	-2%
> COc1ccc(CC(NC(C)=O)C(=O)N2CCN(C(=O)N(C(C)C)C(C)C)CC2)cc1 (centres undefined)
 : -1%	-2%	-11	-5%	54%	3%	-1%
> CCOc1cccc(/C=N/NC(=O)c2cccnc2)c1O
 : -13%	-1%	23	131%[activator]	-4%	-4%	5%
> CCc1ccc(CNC(=O)c2nn(C)c3c2CS(=O)(=O)c2ccccc2-3)cc1
 : 0%	-15%	-18	-4%	-19%	9%	?
> CCOc1ccc(C(=O)N2CCCC(c3nc(-c4ccc(C)o4)no3)C2)cc1 (centres undefined)
 : 2%	-10%	-28	0%	41%	1%	-6%
> CC(C)(C)c1ccc(C(=O)NC(=S)NNC(=O)c2cccs2)cc1
 : -26%	-33%	22	46%[activator]	-58%	3%	?
> Cc1ccc(S(=O)(=O)N2C[C@H]3[C@H]4C(=O)N(c5ccccc5)C(=O)[C@H]4CC(=O)[C@H]3[C@@H]2c2ccccc2)cc1
 : 0%	/	1	0%	/	/	/
> Cc1cc(C)c(NC(=O)CSc2nnc(SCC(=O)Nc3c(C)cc(C)cc3C)n2N)c(C)c1
 : -9%	-4%	-33	24%	39%	3%	-10%
> COc1ccc(NC(=O)CNS(=O)(=O)c2ccc3nc(C)sc3c2)c(OC)c1
 : -4%	0%	-6	1%	1%	-2%	-11%
> COc1cc(NC(=O)Cn2c(SCc3ccc(F)cc3)nc3cccnc32)cc(OC)c1
 : -2%	6%	-29	/	/	/	22%
> COc1cccc(NC(=O)CN(C)CC(=O)Nc2ccc3c(c2)OCO3)c1
 : 4%	/	-19	17%	-16%	/	/
> Cn1ncc2c(Nc3cccc4ccccc34)ncnc21
 : -4%	-28%	87	-1%	-15%	-5%	-9%
> O=C(NC1CCCCC1)c1ccc(S(=O)(=O)NCc2cccnc2)cc1
 : -11%	1%	-61*	6%	-14%	0%	-23%
> Cc1ccc(NC(=S)N(Cc2ccco2)C2CCN(C(C)C)CC2)cc1
 : -4%	-18%	-28	-7%[11.6 µM]	-29%	4%	-5%
> COc1ccc(OC)c(NC(=O)C23CCC(C)(C(=O)O2)C3(C)C)c1 (centres undefined)
 : -8%	0%	-7	-3%	0%	-7%	-1%
> CC(C)N(Cc1ccccc1)C(=O)COc1ccccc1
 : 7%	7%	9	0%	-10%	3%	1%
> Cc1cc2c(n1-c1ccc(C(=O)NCC(C)c3ccccc3)cc1)CCCC2 (centres undefined)
 : 0%	?	-61*	/	/	/	19%
> COc1ccc(S(=O)(=O)NCc2ccc(C(=O)O)cc2)cc1
 : -11%	-5%	37	7%	-9%	3%	-8%
> O=C(c1ccc(F)cc1)N(Cc1ccco1)C1CCS(=O)(=O)C1 (centres undefined)
 : 0%	-18%	34	-7%	17%	-4%	3%
> CCCc1ccc2oc(C(=O)NCCN3CCCC(O)C3)c(C)c2c1 (centres undefined)
 : 0%	0%	15	-2%	153%[activator]	-1%	-6%
> Cc1ccc(C(C(=O)NC2CCCC2)N(Cc2ccccc2)C(=O)c2csnn2)o1 (centres undefined)
 : -1%	-1%	?	3%	3%	-1%	-14%
> CCOC(=O)c1[nH]c(C)c(C(=O)OCC(=O)NCc2ccc(OC)cc2)c1C
 : -3%	-2%	-24	-5%	-8%	/	0%
> COc1cc(C)c(S(=O)(=O)n2ccc(C)n2)cc1C
 : -11%	0%	2	-11%	-7%	-1%	-7%
> COc1ccc(N2CC(NC(=O)COc3ccccc3C)CC2=O)cc1OC (centres undefined)
 : ?	7%	-7	/	/	/	2%
> S=C(NC1CC1)SCc1ccco1
 : -2%	-7%	-6	-2%	-23%	/	-3%
> O=C(O)CSCC(=O)N1CCCCC1
 : 2%	-1%	-14	-20%	0%	6%	-2%
> Cc1ccc(N2CC(C(=O)Nc3ccc4c(c3)OCCO4)CC2=O)cc1C (centres undefined)
 : 8%	-2%	13	3%	-4%	-5%	-4%
> CCOc1ccccc1NC(=O)C(Sc1nnc2ccccn12)c1ccccc1 (centres undefined)
 : -1%	-10%	-23	3%[2.32 µM]	33%	1%	-10%
> c1ccc(-c2ccc(-c3n(-c4ccccn4)c4ccccc4[n+]3-c3ccccn3)cc2)cc1
 : -7%	-9%	-2	-21%	-11%[11.4 µM]	2%	?
> COCCCNC(=S)Nc1cccc(SC)c1
 : -2%	?	?	-2%	-24%	0%	3%
> O=C(O)/C=C\C(=O)Nc1ccccc1C#Cc1ccc(Br)cc1
 : 8%	45µM*	16	1%	-19%	1%	-5%
> CC(=O)c1ccc(N2CCN(C(=S)Nc3cccc(F)c3)CC2)cc1
 : -2%	7%	-19	-4%	-8%	7%	-9%
> Brc1cccc(-c2cnc3n2CCCCC3)c1
 : -6%	7%	-16	-4%	23%	0%	?
> Nc1ccc(C(=O)CC(=O)Nc2ccc(Cl)cc2)cc1
 : 3%	15%	-29	2%	-34%	4%	5%
> COc1ccc(C2C(C(C)=O)=C(C)Nc3ncnn32)cc1[N+](=O)[O-] (centres undefined)
 : 1%	-9%	0	-2%	-2%	-1%	-2%
> C/C(=N\NC(=O)CCC(=O)Nc1ccc(C)c(C)c1)C1CC1
 : -12%	6%	-1	65%[activator]	0%	-14%	-1%
> Cc1ccc(N2CCN(C(=O)c3cccs3)CC2)cc1C
 : 2%	35µM*	-8	-29%	-11%	34%	?
> Cc1csc(SCC(=O)NCc2ccc3c(c2)OCO3)n1
 : 1%	10%	-24	-13%	-18%	0%	3%
> CCCCCc1c(O)nc(SCC(=O)NCC2CCCO2)[nH]c1=O (centres undefined)
 : -12%	-4%	-20	-1%	-18%	3%	0%
> O=C(CCCN=C1NS(=O)(=O)c2ccccc21)Nc1ccc(Cl)cc1
 : 1%	-1%	2	-7%	-24%	/	-4%
> CN(C)CCN(C(=O)COc1ccc(Cl)cc1)c1nc2cc3c(cc2s1)OCO3
 : -1%	-17%	83	11%	-3%	8%	-4%
> Cc1ccc(NS(=O)(=O)c2cc(OCC(N)=O)c(C)cc2Cl)cc1C
 : -5%	-16%	-6	-24%	-29%	3%	3%
> COc1ccc(-c2cc(=O)oc3c(C)c(OCC(=O)Nc4cccnc4)ccc23)cc1
 : -15%	-5%	29	-4%	-10%	-12%	0%
> CC(C)C[C@H]1CN(CCCC[C@H]2CNC(=O)C(=O)N2CCc2ccccc2)C(=O)C(=O)N1CCc1ccc(O)cc1
 : 3%	/	5	5%	/	/	/
> CCC1C=CC=CC[C@H](C)[C@@H](O)[C@](C)(O)C(=O)[C@@H](C)[C@H](O)[C@@H](C)C(=O)[C@H](C)[C@@H](O)[C@H](C)C=CC(=O)OC2[C@@H](C)C(CC1)OC1(CC[C@@H](C)C(C[C@H](C)O)O1)[C@@H]2C (some centres undefined)
 : /	-29%	/	/	245%[activator]	/	?
> COCCCNC(=O)c1ccc2c(c1)OCO2
 : -24%	-17%	22	15%	-11%	-2%	-7%
> Cc1c(N=Nc2c(O)n(Cc3ccccc3)c(=O)[nH]c2=O)c(=O)n(-c2ccccc2)n1C
 : 5%	-34%	-23	100%[activator]	-32%	-7%	-1%
> CSc1nnc(-c2cccs2)n1-c1ccccc1
 : -5%	2%	15	-30%	-7%	0%	-13%

3 entries picked at random from the list so far, as already listed:
Results follow in this order: TbPYK inhibitor	Sm TGR inh	HCMV inh	AMA1 RON2 block	AmpC no deterg	LmPK inh	AmpC detergent
> c1ccc(-c2ccc(-c3n(-c4ccccn4)c4ccccc4[n+]3-c3ccccn3)cc2)cc1
 : -7%	-9%	-2	-21%	-11%[11.4 µM]	2%	?
> Cn1ncc2c(Nc3cccc4ccccc34)ncnc21
 : -4%	-28%	87	-1%	-15%	-5%	-9%
> CCCc1ccc2oc(C(=O)NCCN3CCCC(O)C3)c(C)c2c1 (centres undefined)
 : 0%	0%	15	-2%	153%[activator]	-1%	-6%
